NPC1 promoter act – NPC1 promoter activation; 320,000 compounds, 2.4% hits; Potency, µM (highest dose often 9.22 µM), without a hit: top-dose activation, usual class: activators; Huh7 NPC1 promoter luciferase reporter, 24 h;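 further: potency means the concentration at half of the fitted maximal effect; % of control where 0% means no effect; nearly all actives have a fitted effect of over 60% in size; reporter is driven by a mutant NPC1 promoter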
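Luminescence read-out of NPC1 promoter-driven luciferase in stably transfected Huh7 cells; compounds delivered in DMSO and left 24 h at 37C, 5% CO2, qHTS titration format.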
Rab9 promoter act – activates the Rab9 promoter; AID 485297; 320,000 compounds, 2.8% hits; Potency, µM (doses to about 9.22 µM), inactives show at the top dose activation, negative = inhibition, usual class: activators; Huh7 Rab9 promoter-luciferase reporter, luminescence, 24 h; further: potency means the concentration at half of the fitted maximal effect; % of control where 0% means no effect; nearly all actives have a fitted effect of over 60% in size
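Huh7 reporter line, Rab9 promoter upstream of luciferase. Compound exposure 24 h at 37 °C in reduced-serum medium with 10% FBS. Read-out: luminescence.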
Gal4-VP16 FLuc – counter-screen for ROR gamma inhibitors: Gal4-VP16 reporter | Drosophila S2 Gal4-VP16 UAS-luciferase, luminescence, 20 h | Potency, µM (highest dose often 53.6 µM), for the others: at the highest dose activity, negative = inhibition, actives largely listed as inhibitors | 310,000 compounds, 3.5% hits | AID 2546;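 further: Gal4-VP16 expression switched on by copper sulfate through the metallothionein promoter; potency means the concentration at half of the fitted maximal effect; on the % scale 0 is the no-effect control and ±100 the full control effect; nearly all actives have a fitted effect of over 50% in size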
BRCA1 expr act – BRCA1 expression activation | MCF7-BRCA1-FFLuc reporter, luminescence, 48 h; response scale: scaled: vehicle 0%, 10 µM genistein 100% | Potency, µM (titrated, usually from 46.1 µM), for inactives: top-dose activation, usual class: activators | 380,000 compounds, 1.1% hits; further: potency means the concentration at half of the fitted maximal effect; nearly all actives have a fitted effect of over 80% in size; some results filed as inactive show a strong effect at the top dose
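Reporter cells (MCF7, BRCA1 promoter-firefly luciferase) received library compounds across a concentration series for 48 h. End-point luminescence was measured and concentration-effect curves derived after normalization.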
Menin-MLL TR inh – menin-MLL binding inhibition, Texas Red mutant peptide; Menin + Texas Red MLL mutant peptide, fluorescence polarization; Potency, µM (highest dose often 61.6 µM), inactives show at the top dose FP activity change, negative = inhibition, most hits filed as inhibitors; 270,000 compounds, 0.23% hits; AID 1768; active means well fitted inhibition curve with a large enough effect in the polarisation, with a control signal flat, not every such curve was filed as active; inconclusive means small, poorly fitted or top-dose-only effect, or effect the other way, or a change in a side signal; inactive means no such curve, though single readings can be large or run the other way; the % refers to the polarisation; further: potency means the concentration at half of the fitted maximal effect; % of control where 0% means no effect; many of its hits are not listed in these tables
Target sequence (O00255 whole entry, looked up): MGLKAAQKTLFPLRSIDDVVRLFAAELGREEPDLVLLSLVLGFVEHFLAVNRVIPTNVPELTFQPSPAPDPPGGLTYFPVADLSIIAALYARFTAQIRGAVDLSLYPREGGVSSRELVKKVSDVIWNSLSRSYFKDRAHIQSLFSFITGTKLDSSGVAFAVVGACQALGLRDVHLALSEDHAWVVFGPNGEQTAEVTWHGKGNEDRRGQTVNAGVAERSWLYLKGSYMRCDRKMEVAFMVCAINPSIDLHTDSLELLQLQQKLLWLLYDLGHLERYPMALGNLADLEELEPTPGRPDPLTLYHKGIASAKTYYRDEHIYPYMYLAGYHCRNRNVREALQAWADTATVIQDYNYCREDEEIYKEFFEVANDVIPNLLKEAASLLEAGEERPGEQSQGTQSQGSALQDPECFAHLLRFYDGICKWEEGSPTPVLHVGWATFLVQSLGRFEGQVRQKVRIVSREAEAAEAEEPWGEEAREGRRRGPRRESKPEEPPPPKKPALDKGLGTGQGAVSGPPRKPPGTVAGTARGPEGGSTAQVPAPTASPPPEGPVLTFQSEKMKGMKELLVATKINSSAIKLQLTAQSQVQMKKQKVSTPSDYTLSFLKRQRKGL
RORgamma inh – blocks mouse ROR gamma transcriptional activity. Drosophila S2 Gal4-RORgamma UAS-luciferase reporter, 20 h. Potency, µM (titrated, usually from 53.6 µM), without a hit: top-dose activity change, negative = inhibition, hits mostly inhibitors. 310,000 compounds, 5.4% hits. AID 2551; further: potency means the concentration at half of the fitted maximal effect; on the % scale 0 is the no-effect control and ±100 the full control effect; nearly all actives have a fitted effect of over 60% in size
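A Gal4/UAS one-hybrid system in insect cells: metallothionein-promoter Gal4–ROR gamma fusion plus Photinus luciferase reporter. Copper sulfate 700 uM final, 20 hr ambient incubation, luminescent detection after 10 min with reagent.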
PKM2 activator – PKM2 (human) enzyme activation. P14618. purified PKM2, Kinase-Glo ATP luminescence, activation; response scale: 0% is enzyme alone, no compound. Potency, µM (top dose mostly 57.5 µM), without a hit: at the highest dose activation, most hits filed as activators. 260,000 compounds, 0.34% hits; further: potency means the concentration at half of the fitted maximal effect; on the % scale 0 is the no-effect control and ±100 the full control effect; nearly all actives have a fitted effect of over 55% in size
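hPK-M2, >95% pure; 0.1 mM ADP / 0.5 mM PEP final; imidazole pH7.2 buffer w/ 7 mM MgCl2, 50 mM KCl; 1 h RT; Kinase-Glo lum. Intermediate enzyme activity for dual inhibitor/activator qHTS.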
p53 reactivation – mutant p53 re-activation in reporter cells. 320,000 compounds, 0.063% hits. H1299 p53-A138V BP100-luciferase reporter, luminescence, 24 h. AID 504706. Potency, µM (doses to about 92.2 µM), for inactives: at the highest dose activity change, positive = activation, hits mostly activators; further: potency means the concentration at half of the fitted maximal effect; % of control where 0% means no effect; nearly all actives have a fitted effect of over 45% in size
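p53-null H1299 cells stably carrying temperature-sensitive p53-A138V and a BP100-luciferase reporter were pinned with compounds (4-point, 1:5 series) and held 24 hrs at 37 deg C. Luminescence was read 10 min after detection reagent.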
ELG1 genotox – induces genotoxicity in HEK293T cells with luciferase-tagged ELG1; HEK293T ELG1-luciferase reporter, luminescence, 16 h; Potency, µM (titrated, usually from 46 µM), for inactives: top-dose activity change, positive = activation, most hits filed as activators; 330,000 compounds, 1.3% hits; AID 504466; further: potency means the concentration at half of the fitted maximal effect; % of control where 0% means no effect; nearly all actives have a fitted effect of over 60% in size
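Reporter readout depends on ELG1 protein level, which increases with genetic stress. After 16 hr compound exposure at 37 °C, luciferase activity was quantified using ONE-Glo.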
FLuc counter – firefly luciferase modulation, counter-screen for miR-21 project; P08659; purified FLuc, Km substrates, luminescence inhibition; Potency, µM (doses to about 57.5 µM), for inactives: at the highest dose activity change, negative = inhibition, most hits filed as inhibitors; 360,000 compounds, 6.9% hits; AID 588342;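 further: potency means the concentration at half of the fitted maximal effect; plate controls were vehicle for no effect and reference inhibitor for full effect; nearly all actives have a fitted effect of over 55% in size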
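Purified P. pyralis luciferase (10nM final) with 10uM D-luciferin and 10uM ATP (Km levels) in 50mM Tris acetate pH 7.5, 10mM Mg acetate, 0.01% Tween-20, 0.05% BSA; qHTS 6-point titration, ~60 µM downward; luminescence read.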
Giardia killer – Giardia lamblia killing; Giardia lamblia trophozoite viability; activity change, % at 7.66 µM, hits read low; 340,000 compounds, 0.15% hits; in the data active means activity change below about -80%; inconclusive means between about -30% and that limit;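 further: parasites exposed to compound for two days anaerobically before the ATP read; on the % scale 0 is the no-effect control and ±100 the full control effect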
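Luminescence from cellular ATP indicates surviving trophozoites (100 cells/well) following 48 hrs anaerobic compound treatment at 37 deg C; signal develops 15-30 min at room temperature.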
Numbers without * were called inactive; ? = inconclusive; . = not tested or not shown; & = joins results of further samples; [ ] = dose if it differs, or a comment. Unless noted, the call rests on the fitted dose curve; in most records, active means well fitted curve in the direction sought with a large enough effect; inconclusive means small, poorly fitted or top-dose-only effect, or another doubt; inactive means no such curve, though single readings can be large; an effect the other way counts as inactive or inconclusive. The list is partial; the hit share may differ from the screen's.

Results follow in this order: NPC1 promoter act, Rab9 promoter act, Gal4-VP16 FLuc, BRCA1 expr act, Menin-MLL TR inh, RORgamma inh, PKM2 activator, p53 reactivation, ELG1 genotox, FLuc counter, Giardia killer
NC(=O)c1cccc(NC(=O)Nc2ccc(Cl)cc2)c1
  ?, ?, 0%, 86%, ?, ?, -7%, -56%[inhibitor], ?, ?, -16
Cc1cc(C)cc(NC2=NC3(CCCCC3)N=C(N)N2)c1
  -24%, -7%, -7%, -65%, 3%, 14%, 2%, 8%, 11%, -1%, -29
COc1ccc(NC(=O)CC#N)cc1OC
  0%, -2%, -7%, -20%, 7%, 1%, -2%, 0%, -1%, 0%, 25
COc1ccccc1N1CCN(/N=C\C(Br)=C\c2ccccc2)CC1
  26%, ?, ?, -1%, -12%, ?, 2%, ?, ?, 17µM*, -4
CCN(CC(=O)Nc1cccc(C(C)=O)c1)S(=O)(=O)c1ccc(C)cc1
  -9%, -8%, -4%, 0%, 5%, ?, 3%, 0%, -2%, 5%, -23
Cc1ccc(NC(=S)N2CCC(NC(=O)c3ccc(F)cc3)CC2)cc1C
  1%, -4%, 6%, -4%, 0%, 0%, -2%, -2%, -22%, -1%, -23
Cc1cc(C)nc(Nc2cc([N+](=O)[O-])ccc2C)n1
  -1%, -11%, 0%, -1%, 12%, 21%, -3%, 0%, 1%, -2%, -9
NNC(=O)C1c2ccccc2Oc2ccccc21
  0%, 9%, 0%, -15%, -1%, -1%, ., -9%, 0%, 0%, 3
Cc1ccc(NC(=O)C(=O)NCCCN2CCCC2=O)cc1
  2.2µM*, 1.4µM*, ., 10%, ., ., ., 1%, 2.1µM*, 12µM*, -6
COC(=O)c1ccccc1S(=O)(=O)Nc1ccc(OC)nc1
  -3%, -2%, 3%, -2%, ?, ?, 0%, 6%, 2%, 3%, 13
O=C(Cn1cnc2ccccc2c1=O)NCCC(=O)Nc1ccc(F)cc1
  1%, -5%, -3%, -6%, -16%, 11%, -5%, 0%, 3%, 2%&-6%, 4
Cc1ccc(S(=O)(=O)N2CCC(C(=O)N3CCN(Cc4ccccc4)CC3)CC2)cc1
  1%, -4%, -14%, 4%, -2%, 10%, -5%, -4%, -4%, 6%, 6
CCC(C)(C)NC(=O)C(c1ccc(OC)cc1)N(C(=O)CCC(=O)Nc1cc(C)on1)c1ccc(OC)cc1OC (configuration not stated)
  0%, -10%, 8%, -29%, -18%, 41%, 2%, 1%, -32%[inhibitor], 0%, 7
O=C1CSC(c2ccc([N+](=O)[O-])cc2)N1Cc1ccccc1 (configuration not stated)
  0%, 1%, 3%, 1%, 0%, 3%, -3%[11.5 µM], -3%, -5%, 1%, -25
OC(CNCc1ccccc1)(c1ccccc1)c1ccccc1
  0%, -2%, 3%, -6%, -17%, 38%, ., 0%, -4%, 1%, -1
COc1ccccc1NS(=O)(=O)c1cccc(C(=O)OCc2nc3ccccc3s2)c1
  1%, 2%, -3%, -27%, 10%, 37%, 13%, 20%, 11%, ?, 5
Cc1cc(C(=O)CSc2nc(N)cc(=O)[nH]2)c(C)n1Cc1ccco1
  -15%, -17%, ?, -2%, ., 30%, 2%, -1%, -4%, ?, 7
Cc1[nH]c2ccccc2c1C(=O)CN1CCSCC1
  -1%, -1%, 1%, 4%, 7%, -23%, 0%, -2%, 1%, -2%, 2
CC(C)(C)C(=O)N1CCN(c2ncccc2C(F)(F)F)CC1
  -3%, -11%, 21%, 2%, ., 22%, 0%, -1%, -7%, 4%, 26
Nc1cc(N)nc(SCC(=O)NNC(=O)Cc2ccccc2)n1
  -10%, 4%, 7%, 3%, 3%, 3%, 0%, 0%, 1%, 6%, 4
O=C(COc1ccccc1F)NC12CC3CC(CC(C3)C1)C2
  -1%, -2%, -5%, -10%, ., 10%, 1%, -4%, -5%, -5%, 0
COc1ccccc1NC(=O)CCCNC(=O)Cn1cnc2sc(C)c(C)c2c1=O
  4%, 2%, 1%, 4%, ?, 19%, -7%, 0%, 5%, -1%, 4
COc1ccccc1NC(=O)CCn1cccc1
  3%, 0%, -2%, 0%, ., 0%, -13%, -3%, 2%, 2%, -9
COc1ccc(-c2cc3nc(C)cc(N)n3n2)cc1
  0.11µM*, 0.35µM*, 10µM*, -66%, -1%, 11µM*, -80%, 3%, ?, 0.38µM*, ?
COCCNS(=O)(=O)c1cc(OC)c(Cl)cc1Cl
  -1%, 13%, -8%, ., -14%, -9%, -1%, -2%, 1%, 7%[2.3 µM], .
CN(C)c1ccc(/C=C/C(=O)c2cccc(Br)c2)cc1
  23%, 26%, 1%, 17%, ?, 23%, -8%, 25%, 2%, 3µM*, 15
CCOc1ccccc1OCC(=O)NCCc1ccc(S(N)(=O)=O)cc1
  1%, -3%, 7%, -14%, -5%, -1%, 15%, 2%, 4%, 2%, 19
COc1cc(C)ccc1OCc1cc(C(=O)N2CCN(C3CCCCC3)CC2)no1
  ?, ?, ?, 85%, ., 29%, ., ?, ?, 17µM*, -18
CN1CCCN(S(=O)(=O)c2ccc(O)c(C(=O)O)c2)CC1
  -2%, -5%, 0%, 4%, 11%, -7%, ., 2%, -1%, -2%, 8
CCn1cc(C(=O)O)c(=O)c2cnc(N3CCN(C(=S)NC(=O)c4ccccc4)CC3)nc21
  -3%, -5%, 1%, -36%, ., 2.5µM*, 0%, 5%, 3%, -1%, -3
N/C(=N\OC(=O)COc1ccc(Cl)cc1Br)c1ccncc1
  3.5µM*, 3.5µM*, -18%, 2.5µM*, 5%, -4%, 0%, 7%, 8.2µM*, 11µM*, -12
Cc1ccc(-c2cc(C(=O)NCCc3ccc(S(N)(=O)=O)cc3)c3ccccc3n2)cc1
  4%, 14%, -18%, 24%, 25%, 32%, -9%, -1%, -9%, 6µM*, -26
CCOC(=O)C1=C(C)NC(C)=C(C(=O)OCC)C1c1ccccn1
  -3%, -9%, -3%, 7%&0%, -3%, ?, 2%, -2%, 4%, 0%, -3
CCOC(=O)COn1c(=O)c(=O)n(O)c2ccccc21
  1%, 8%, -11%, -27%, -18%, ?, -5%, 0%, 5%, 4%, -13
COc1ccc(CCN(/C=C2\Sc3ccccc3C2=O)C(C)=O)cc1OC
  -5%, -3%, -12%, -9%, ., -27%, -3%, 7%, 0%, 27µM*, 0
O=C(NC12CC3CC(CC(C3)C1)C2)c1ccc(S(=O)(=O)N2CCOCC2)cc1
  0%, -3%, -7%, -10%, 1%, 31%, -11%, 9%, -5%, -4%, 8
O=C1c2ccccc2-c2onc3ccc(Oc4ccccc4)c1c23
  -17%, 12%, ?, -85%, -9%, ?, 1%, -40%[inhibitor], -10%, 3%, -3
C=CCSc1nc(C)c(CCC(C)C)c(=O)[nH]1
  -3%, 0%, 3%, -5%, -1%, -19%, 2%, 2%, 3%, 0%, 10
CCOc1ccc(/C=N/N2C(C)CCCC2C)cc1OC (configuration not stated)
  0%, 0%, 17%, 10%, -21%, 1%, ., 3%, 1%, 6%, 3
CC(C)CCn1c(=O)[nH]c2ccccc21
  0%, 8%, 1%, -13%, ., ?, 0%, 2%, -4%, -1%, -9
O=C(COc1ccc2ccccc2c1)Nc1ccc2c3c(cccc13)CC2
  -1%, -1%, ?, -31%, 9%, -29%, -8%, -2%, 7%, 3%, 34[activator]
O=C(C(=O)N1CCCCCC1)c1c[nH]c2ccccc12
  -6%, -3%, 21%, -34%, 5%, 12%, 3%, -32%[inhibitor], 13%, -3%, 18
COc1ccccc1OCc1ccc(C(=O)Nc2ccccc2F)cc1
  ?, ?, -16%, 16%, ?, -25%, 0%, 18%, 3%, -8%, -11
CC(/C=N\NC(=O)Cn1cncn1)=C/c1ccc(C(C)C)cc1
  13%, 16%, 4%, 25%, ., 11%, 2%, 10%, 11%, ?, -2
CC(C)CC(NS(=O)(=O)c1cc(C(=O)O)ccc1Cl)C(=O)O (configuration not stated)
  0%, 1%, 3%, 6%, 10%, 6%, -9%, 6%, 4%, -19%, -30
CCOC(=O)CNC(=O)CSc1nc(-c2cccc(C)c2)ns1
  2%, 6%, 6%, 22%, 13%, 12%, -6%, 1%, -4%, 24µM*, 22
NC(=O)c1ccc(N2CCCCC2)c(N2C(=O)C3CC=CCC3C2=O)c1 (configuration not stated)
  1%, -3%, -1%, -3%, 10%, 3%, -3%, -8%, -1%, 2%, -1

Screening results deposited in PubChem BioAssay by National Center for Advancing Translational Sciences (NCATS).
